Compound activity from PubChem BioAssay.
EWS-Fli block = EWS/Fli transcriptional activity inhibition; A673 NR0B1-luciferase reporter, viability-normalised; inhibition, % at 12.6 µM; 0.67% of 350,000 active; AID 651661;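 active = mean inhibition of at least 50% after viability correction, with every replicate also passing that limit; inconclusive = mean reaches 50% but only one of two replicates passes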;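 note: firefly luciferase signal divided by Alamar Blue viability fluorescence both relative to DMSO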
XiGFP reactiv = activators of X-chromosome reactivation in mouse fibroblasts; activation, % at 7.58 µM; AID 743238; XiGFP mouse fibroblasts, % GFP-positive cells imaging, 3 d; cells co-treated with 5-aza-dC sensitizer; scaled so ellipticine positive control = 100%; 0.055% of 360,000 active;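 active = mean normalized replicate activation at least 10% and every replicate at or above 10%; inconclusive = only one of the two criteria met; inactive = mean below 10% and not all replicates reach 10%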;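 note: 0% = median of on-plate neutral control wells and 100% = ellipticine 6 µM median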
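material = 68-5-11 XiGFP fibroblast line | medium = DMEM plus 5-aza-dC sensitizer | schedule = 3 days compound exposure | benchmarks = positive control ellipticine, 6 µM final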
F508del corr = CFTR F508del correction in bronchial cells | CFBE cells, YFP halide quenching; stimulated with forskolin plus potentiator P3; % fluorescence drop versus neutral controls | activity (quench increase), % at 7.58 µM | 0.36% of 350,000 active;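 active = mean added fluorescence quench of at least 8% versus neutral control, with both replicates also reaching 8%; inconclusive = only one of the mean or replicate conditions met; inactive = mean below 8% and not both replicates reaching 8%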;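 note: cells transiently co-express mutant CFTR-F508del with the halide-sensitive YFP; corrector assay measuring rescue of mutant channel to the surface after 24 h compound exposure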
PAX8 inh HTS = PAX8 transcriptional activity inhibition; RMG-I TPO-luciferase reporter, SteadyGlo, 24 h; inhibition, % at 12.6 µM; 1.2% of 360,000 active;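 active = mean replicate inhibition at least 60% with every replicate also reaching 60%; inconclusive = only one of the two criteria is met; inactive = mean below 60% and not all replicates reaching 60%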;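 note: luciferase light reporting Pax8 driven TPO promoter activity; plate controls were median of neutral control wells for no effect and mitoxantrone controls for full effect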
GSIS activator = GLuc luminescence reporter in INS-1E cells, primary screen for activators of glucose-dependent secretion of insulin. activation, % at 16.6 µM. INS-1E GLuc reporter insulin secretion, 2-3 h. AID 743287. 0.61% of 370,000 active;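 active = lowest replicate activation of at least 40%, so every replicate reaches that level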;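 note: 0% = median of neutral control wells and 100% = median of IBMX positive control wells; some compounds called inactive have numbers as strong as hits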
ARNT TACC3 PPI = disruptors of human ARNT/TACC3 interaction | Q9Y6A5 | AlphaScreen His-ARNT PAS-B/GST-TACC3 binding, luminescence; TACC3 fragment carries E629A point mutation | inhibition, % at 9.99 µM | 0.66% of 390,000 active;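 active = mean inhibition of replicates at least 50% and at least half of replicates each reaching 50%; inconclusive = half or more replicates reach 50% but mean below 50%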;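 note: 0% = complete ARNT plus TACC3 wells and 100% = ARNT alone without TACC3; many hits fall short of the cut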
DENV2 CPE = protects cells from dengue virus 2 cytopathic effect | DENV2-infected cells, cytopathic effect rescue, plate reader | CPE inhibition, % at 9.99 µM | 1.7% of 350,000 active | AID 651640; in the data active = CPE inhibition above about 20%, passing the limit was not always enough; inconclusive = no clear call, values can overlap the other calls; tested in BHK-21 cells;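 note: 0% = median of neutral control wells and 100% = median of positive control wells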
ERp5 block = ERp5 (human) disulfide isomerase inhibition. 0.05% of 350,000 active. inhibition, % at 9.99 µM. ERp5 insulin aggregation, absorbance 650 nm, 90 min;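 active = mean replicate inhibition above about 25%, with every replicate also reaching it, limit read from the data, passing the limit was not always enough; inconclusive = only one of those two criteria met; inactive = neither criterion met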
Target sequence (Q15084 whole entry, looked up): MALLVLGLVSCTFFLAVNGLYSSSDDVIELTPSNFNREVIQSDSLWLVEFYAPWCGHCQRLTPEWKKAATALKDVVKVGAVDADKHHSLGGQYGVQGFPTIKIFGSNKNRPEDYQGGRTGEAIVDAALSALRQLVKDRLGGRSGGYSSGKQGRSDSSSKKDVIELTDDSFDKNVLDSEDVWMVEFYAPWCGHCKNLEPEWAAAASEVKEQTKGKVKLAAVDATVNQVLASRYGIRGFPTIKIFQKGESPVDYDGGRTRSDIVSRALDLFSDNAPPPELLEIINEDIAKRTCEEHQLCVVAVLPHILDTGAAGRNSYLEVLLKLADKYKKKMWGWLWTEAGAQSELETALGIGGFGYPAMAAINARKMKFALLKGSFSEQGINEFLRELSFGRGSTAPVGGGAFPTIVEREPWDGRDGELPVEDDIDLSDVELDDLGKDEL
The depositor's hits bear a star; ? = inconclusive; · = no result given; & = joins results of further samples; ! = not confirmed by another sample.

Each structure is followed by: EWS-Fli block	XiGFP reactiv	F508del corr	PAX8 inh HTS	GSIS activator	ARNT TACC3 PPI	DENV2 CPE	ERp5 block
Cc1ccc(NC(=S)NC2CC3CCCC(C2)N3Cc2cccs2)cc1 (stereo not drawn)
  6.7	·	1.6	·	-7.9	6.8	·	4.9
COc1ccc(S(=O)(=O)N[C@H]2CC[C@@H](CCNC(=O)c3ccccc3F)O[C@H]2CO)cc1
  -2.9	0.6	-0.5	3.6	2.4	-4.3	-5.7	0.4
OCCC1CN(Cc2nc(-c3ccc(F)cc3)cs2)CCN1CCc1ccccc1 (stereo not drawn)
  4.1	0.1	-1.3	-12.0	-28.6	17.2	-3.0	3.1
Cc1cccc(NS(=O)(=O)c2nnc(NC(=O)c3ccc(C)c(C)c3)s2)c1
  -2.6	0.3	-3.5	-15.1	-12.3	-3.6	-5.3	1.5
C[C@H](CO)N1C[C@H](C)[C@@H](CN(C)Cc2ccc(C(=O)O)cc2)Oc2ccc(NC(=O)Nc3ccc(C(F)(F)F)cc3)cc2CC1=O
  -3.3	-1.0	-1.0	21.9	7.3	6.4	2.8	3.9
Clc1cccc(Cc2c(-c3ccccc3)nc3c4ccccc4ccn23)c1
  -24.8	0.0	1.6	8.0	6.0	·	1.3	0.1
COC(=O)c1ccsc1-n1cc(C#N)c(=O)n(C)c1=O
  15.9	0.3	2.6	-3.4	14.2	9.6	0.0	3.1
CCc1nc2c(OCC(=O)c3ccc(Cl)cc3Cl)cccn2c1N(C=O)Cc1ccccc1
  -2.6	0.0	1.7	-7.5	-20.6	·	-11.9	-5.0
CCCn1c(=S)[nH]c2cc(OC)c(OC)cc2c1=O
  5.7	·	-0.9	·	·	-1.0	2.2	-3.3
c1ccn2c(SCc3ccc4c(c3)OCCO4)nnc2c1
  -68.7	0.0	-0.4	-124.8	8.8	-9.0	9.2	-4.6
C[C@H](CO)N1C[C@H](C)[C@@H](CN(C)S(=O)(=O)c2cn(C)cn2)OCc2ccccc2-c2c(n(C)c3ccccc23)C1=O
  -3.5	0.7	2.4	11.1	-18.6	7.5	1.9	-3.1
O=C(Nc1cc([N+](=O)[O-])ccc1N1CCOCC1)c1cccs1
  ·	0.1	0.2	9.1	15.9	2.3	-3.5	-3.3
COc1ccc(N(C)C(=O)Cc2c(C(=O)O)[nH]c3ccccc23)cc1
  3.0	0.1	2.5	16.0	-8.4	-6.1	-0.2	-6.3
CCCN1C[C@@H](C)[C@H](OC)CN(C)C(=O)c2ccc(NC(=O)c3cccc(F)c3)cc2OC[C@@H]1C
  0.4	0.1	-0.2	-12.6	4.6	-10.6	7.7	-1.2
CCOC(=O)[C@H]1[C@H]2COc3ccc(Br)cc3[C@H]2N2C(=O)CN(Cc3ccc(Cl)cc3)C(=O)[C@@]12C
  3.4	0.0	3.5	47.1	-10.7	30.5	-2.0	3.2
CN(c1cccc(Cl)c1)S(=O)(=O)c1cccc(C(=O)NN2CCOCC2)c1
  -19.8	0.3	1.5	-9.4	-3.1	-4.8	19.3	3.2
C[C@@H]1CN([C@H](C)CO)C(=O)c2cc(-c3ccncc3)cnc2O[C@H]1CN(C)C(=O)c1ccc(F)cc1
  -5.2	-0.5	-0.2	·	7.5	-2.1	4.0	0.9
CC(=O)Nc1ccc2c(c1)C(=O)c1ccc(Cl)cc1-2
  -23.6	0.0	·	-1.3	·	5.6	7.0	-10.2
CCOC(=O)/C(C#N)=C/c1cn(CCC(=O)O)nc1-c1ccc(F)cc1
  1.7	0.1	-2.9	-10.9	-16.3	-7.7	11.2	-5.8
C[C@@H]1CN([C@H](C)CO)C(=O)c2cccc(NS(=O)(=O)c3cn(C)cn3)c2O[C@@H]1CN(C)S(=O)(=O)c1cccs1
  -23.5	-0.7	1.3	-14.2	34.5	·	-6.5	5.7
CCC(=O)N(C)C[C@@H]1Oc2ncc(-c3ccc(C(=O)N(C)C)cc3)cc2C(=O)N([C@@H](C)CO)C[C@@H]1C
  -6.4	-1.3	3.5	·	11.8	-4.6	-2.9	-7.2
CC1Cc2ccccc2N1C(=O)/C=C/c1cccc(F)c1 (stereo not drawn)
  -91.9	0.0	-0.2	-141.5	-9.1	19.3	-6.5	1.5
COc1ccc(NC(=O)Nc2ccc3c(c2)[C@@H]2C[C@H](CC(=O)N4CCOCC4)O[C@H](CO)[C@@H]2O3)cc1
  6.4	-0.1	-0.2	-6.5	-7.0	4.8	2.4	·
O=C(OCCN1C(=O)c2ccccc2C1=O)c1cc2ccccc2o1
  -4.0	·	1.6	·	0.2	7.0	10.9	-4.3
CCC(=NN=C(CC)c1ccccc1O)c1ccccc1O
  -10.3	0.2	-2.1	6.4	13.1	20.5	16.8	2.1
O=[N+]([O-])c1cnc(Nc2ccccc2)nc1Nc1ccccc1
  -3.3	0.0	-4.3	-0.1	2.9	12.2	-1.8	-3.1
COC(=O)C1=C(CCc2ccccc2)NC(=O)NC1c1ccc([N+](=O)[O-])cc1 (stereo not drawn)
  1.2	0.9	-4.3	6.6	-11.5	0.1	-13.9	2.6
O=C(C1=NN[C@@H]2C(=O)N(c3cccc(F)c3)C(=O)[C@H]12)C(c1ccccc1)c1ccccc1
  9.7	0.1	·	-15.2	·	-3.5	-0.6	0.2
CCOc1ccc(NC2c3ccccc3C(=O)N2Cc2ccc3c(c2)OCO3)cc1 (stereo not drawn)
  0.8	0.1	-2.1	-3.0	·	12.5	-0.6	1.6
CCOC(=O)CSc1nc2c(sc(=S)n2-c2ccc(CC)cc2)c(=O)[nH]1
  4.6	0.0	2.1	9.8	-59.6	-5.5	18.9	-3.0
Cc1ccc2c(=O)c(CN3CCCCCC3)c(C)[nH]c2c1C
  -1.0	0.0	1.8	-5.7	-10.7	-1.5	-5.2	1.7
CCC(=O)NC[C@@H]1[C@@H](c2ccc(C3=CCCC3)cc2)[C@@H](CO)N1CC1CCCC1
  -5.6	0.0	-0.2	·	-28.8	·	7.4	-0.8
C[C@@H]1CN([C@@H](C)CO)C(=O)CCCn2cc(nn2)CO[C@@H]1CN(C)C(=O)CCC(F)(F)F
  -2.4	-0.1	0.6	-0.5	9.8	·	·	·
COc1cc(OC)cc(C(=O)N2CC(=O)Nc3ccccc32)c1
  40.1	0.3	8.7*	47.7	-12.3	-1.0	-2.4	0.9
NC(=O)c1ccc(NC(=O)c2cccc(Oc3ccccc3)c2)cc1
  -24.1	0.0	-0.7	-9.9	7.2	-5.5	-1.0	-4.1
CNC(=O)/C(C#N)=C/c1cn(CC(=O)OC)c2ccccc12
  0.5	0.0	-31.8	7.5	6.4	0.2	11.3	0.5
COC(=O)C(C)(C)ONC(=O)Nc1ccc([N+](=O)[O-])cc1
  -4.5	0.0	0.8	-30.8	12.5	7.8	7.1	-5.5
O=c1c([N+](=O)[O-])c(NCCN2CCCCCC2)c2ccccc2n1-c1ccccc1
  -0.9	0.0	1.7	11.9	9.0	·	10.0	3.1
COc1cc(/C=N/NC(=O)c2ccncc2)ccc1OC(=O)c1ccco1
  10.8	0.5	-0.6	-1.3	10.7	-8.2	-3.3	3.3
Cc1ccccc1CN1C(=O)CSCC1(C)C(=O)Nc1c(C)cccc1C (stereo not drawn)
  1.7	0.1	4.5	-1.5	-9.7	·	-0.9	-4.8
Cn1cnc(S(=O)(=O)N[C@H]2C=C[C@H](CC(=O)NCC3CCCCC3)O[C@@H]2CO)c1
  -0.2	0.0	1.8	3.8	2.5	3.1	2.3	-2.1
O=C(CSc1ccc(-c2cccc([N+](=O)[O-])c2)nn1)N1CCCCCC1
  -9.2	0.7	0.4	-4.5	-12.7	-0.3	5.1	-4.6
CCOc1ccc(C(=O)N2CCN(S(=O)(=O)c3cccs3)CC2)c(OCC)c1
  28.1	0.8	-2.6	-5.2	5.8	-2.3	-3.4	-4.2
O=C(NCc1cccs1)c1cccnc1SCCS(=O)(=O)c1ccc(C(F)(F)F)cn1
  16.8	-0.1	-2.3	27.9	-8.0	·	1.4	1.4
COC(=O)C1CCN(C(=O)C2CCC(=O)N(CCc3cccc(F)c3)C2)CC1 (stereo not drawn)
  -3.5	0.2	-1.4	-12.3	27.7	3.3	-6.1	3.3
CC(/C=C/C1(O)C(C)CC(=O)CC1(C)C)OC1OC(CO)C(O)C(O)C1O (stereo not drawn)
  2.1	·	-0.4	·	6.5	-4.0	3.2	3.7
C[C@H](NC(=O)C[C@@H]1C=C[C@H](NS(=O)(=O)c2cccc(F)c2)[C@@H](CO)O1)c1ccccc1
  -10.4	0.2	-3.5	-32.9	-3.2	·	-1.8	-1.9
C[C@H](CO)N1C[C@H](C)[C@@H](CN(C)C(=O)Nc2ccccc2)Oc2c(NC(=O)c3ccncc3)cccc2C1=O
  -0.5&6.8	0.4&-0.1	-0.1&-4.5	7.1&6.2	18.1	6.1&-4.1	42.1*!	-3.8&-16.3
Cc1ccc(N(CC(=O)N=Nc2c(O)[nH]c3ccccc23)S(C)(=O)=O)c(C)c1
  6.2	0.0	-2.7	-10.4	9.2	-0.7	2.0	4.0
CCOc1ccc(/C(C)=N/NC(=O)c2nnn(-c3nonc3N)c2-c2cccs2)cc1
  ·	0.0	-0.7	-17.7	21.6	-3.1	?	-0.1
C[C@@H]1CN([C@@H](C)CO)C(=O)Cc2cc(NC(=O)NC3CCCCC3)ccc2O[C@@H]1CN(C)Cc1ccc(Oc2ccccc2)cc1
  11.2	0.9	-4.1	-2.5	-10.4	3.0	0.9	-2.7
COc1ccccc1-c1nnc(SC/C(O)=C(\C#N)c2nc3ccccc3[nH]2)n1C1CCCCC1
  -2.1	-0.1	·	8.2	·	2.9	12.4	-2.2
C[C@H]1CN([C@@H](C)CO)C(=O)c2cccc(NS(=O)(=O)c3cn(C)cn3)c2O[C@H]1CN(C)Cc1ccccc1
  -1.6	-0.5	-0.2	-24.1	24.9	4.8	-6.8	-2.4
Cc1cccc2sc(N(CCN(C)C)C(=O)/C=C/c3cccs3)nc12
  ·	0.5	·	22.2	-7.1	-0.7	·	·
CC(Oc1ccccc1)C(=O)N=C1SC2CS(=O)(=O)CC2N1c1cccc(F)c1 (stereo not drawn)
  ·	0.0	-1.5	14.7	-2.3	2.8	-5.4	5.0
O=C(OCc1nnc(-c2ccccc2)o1)c1cccnc1Cl
  -8.5	0.0	-2.9	-7.8	-2.7	0.1	-1.1	5.0
CCN(c1ccccc1)S(=O)(=O)c1ccc(N2CCN(c3ccccc3O)CC2)nc1
  5.2	0.0	-2.0	19.7	·	1.0	0.4	-1.1
O=C(NCc1ccco1)/C(=C/c1ccco1)NC(=O)c1ccccc1
  1.1	-0.1	1.1	-14.6	0.1	-4.2	2.7	5.9
CNC(=O)CSc1nc2c(c(=O)n(C)c(=O)n2C)n1Cc1ccc(C)cc1
  15.8	·	-0.5	·	43.9	3.6	3.7	0.5
O=C(N/N=C\c1cccnc1)c1cc(-c2ccccc2)nc2c(Cl)cccc12
  0.6	0.4	3.4	1.5	-1.0	0.7	-8.0	8.7
